Bioassay records: PubChem, several laboratories
WT yeast gro inh: growth inhibition of WT yeast, mitochondrial fusion screen; mitochondrial fusion phenotypic screen, WT strain; inhibition, % at 10 µM; actives 2.1% (n = 190,000); AID 1362; in the data active = inhibition above about 58%; tested in S. cerevisiae
Hep lipid drop: modulators of hepatic lipid droplet formation; AML12 mouse hepatocytes, oleate lipid droplets, BODIPY imaging; inhibition, % at 6.5 µM; actives 0.4% (n = 240,000); AID 1656;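 active = lipid droplet intensity inhibited by at least 50%, with more than 500 cells counted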
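Assay system: AML12 mouse liver cells | Compound: 6.5 µM single-point dosing | Schedule: Overnight exposure | Technique: Fluorescence imaging, 20x objective, two fields per well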
MT stabilizer: stabilizes microtubules in HeLa cells; HeLa tubulin immunostaining HCS, 24 h; share of cells brighter than vehicle mean+2SD; % tubulin-high responders, % at 10 µM; actives 0.83% (n = 200,000); AID 2205;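 active = plate Z-score above 3 for both tubulin-high and condensed-nucleus cell shares, with cell loss under 80%, at 10 µM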;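 also: anti alpha tubulin signal scored within the nucleus-defined area of each cell; some results filed as inactive read as strong as hits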
West Nile antiviral: West Nile virus antiviral activity, cell-based, CPE readout (AID 1621) | actives 0.02% (n = 290,000) | West Nile virus-infected cells, CPE inhibition; higher % means a stronger effect | CPE inhibition, % at 10 µM, or IC50 in µM where a hit was titrated; in the data active = a potency from the dose series; also: strong numbers were not always called active
Ins promoter up: MIN6 insulin promoter up-regulation; MIN6 insulin promoter-GFP reporter, high-content imaging; active compounds read high; z-score at 5 µM; actives 0.3% (n = 190,000); AID 1625;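 active = z-score above 3 at 5 µM with at least 500 cells counted in the well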
Myeloid diff MLP: myeloid differentiation induction; actives 1% (n = 360,000); ER-HoxA9 myeloid progenitors, lysozyme-GFP differentiation, flow cytometry; calls only at 10 µM;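 active = normalized GFP-positive differentiation at or above the plate's own cutoff, the solvent-only control mean plus 3 SD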;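 also: cells exposed to compound for four days before flow analysis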
b-catenin transl: beta-catenin nuclear translocation modulation; HeLa beta-catenin nuclear translocation, immunofluorescence imaging; nuclear translocation activity, % at 5 µM; actives 0.3% (n = 190,000); AID 1665;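 active = nuclear translocation activity above 50% at 5 µM, with a well cell count of 50 or more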;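 also: per-cell ratio of nuclear to cytoplasmic median beta-catenin stain intensity; plate controls were DMSO negative control for no effect and GSK-3 inhibitor IX positive control for full effect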
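Test system: HeLa cells, endogenous beta-catenin; Compound: single 5 µM dose plus 0.02–20 µM confirmation series; Times: compound exposure 24 h at 37°C; Signal: fluorescence imaging of beta-catenin antibody stain plus DAPI; Read-out: % activation, nuclear-to-cytoplasmic median beta-catenin signal ratio per cell.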
Autophagy HCS: autophagy modulation, high-content screen; MEF GFP-LC3 puncta imaging; test concentration mostly 10 µM; calls only at 10 µM (by protocol); actives 0.98% (n = 190,000); AID 463193;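 active = percentage of spot-positive cells more than 3 SD above its plate mean, without a fluorescence outlier flag or 80% toxicity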;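 also: spot-positive cell cutoff set from DMSO-treated cells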
T cell modulator: modulates CD8 T cell binding to vesicles; 2C CD8+ T cell-vesicle binding, flow cytometry; active compounds read low; calls only at 7 µM; actives 0.068% (n = 330,000); AID 2052;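 active = response, share of CD8 T cells binding vesicles, and their 90th percentile fluorescence all below set limits, cut at about 80% in these data, passing the limit was not always enough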
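Incubation: binding step 1.5 h, 37 °C, antibody labelling 20 min, ice; system: murine 2C transgenic CD8+ T lymphocytes; technique: cytometric PE anti-B7-1 and Alexa647 anti-CD8 signals after 1% paraformaldehyde fixation; also added: QL9-charged Drosophila Ld/ICAM-1/B7-1 vesicles; control set: naked versus QL9-loaded vesicles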
WT yeast gro inh mutant strain: further read-out of WT yeast gro inh, marked with its call; inhibition, %; mitochondrial fusion phenotypic screen, mutant strain inhibition
Ins promoter up cell count: further read-out of Ins promoter up, marked with its call; cell count; measured here: cytotoxicity, nuclei count;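 total cells summed across four imaged fields per well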
Hep lipid drop cells 6.5 µM: recorded beside Hep lipid drop, whose call it bears; cell count; measured here: cell count, cytotoxicity flag;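 cells counted across two imaged fields per well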
b-catenin transl cell count 5 µM: second read-out of b-catenin transl, no call of its own (marks repeat the call); cell count; measured here: cell count, cytotoxicity flag
T cell modulator vesicle-bound %: second read-out of T cell modulator, no call of its own (marks repeat the call); double positive events, %; measured here: CD8+ vesicle-bound cell fraction;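 binding gate set so that unloaded-vesicle control wells show 10% double positive cells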
MT stabilizer Hoechst-high %: recorded beside MT stabilizer, whose call it bears; % Hoechst-high responders; measured here: nuclear condensation Hoechst responders;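 share of cells brighter than vehicle mean plus two SD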
MT stabilizer cytotoxicity %: also measured in MT stabilizer; calls as there; toxicity, %; measured here: cytotoxicity by cell density;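 0% = mean cell density of plate MIN control wells and 100% = no cells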
Autophagy HCS cell loss 18 h: recorded beside Autophagy HCS, whose call it bears; toxicity, %; measured here: cell loss, nuclei count;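 cell loss after 18 h compound exposure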
Myeloid diff MLP GFP+ MAC1+ %: second read-out of Myeloid diff MLP, no call of its own (marks repeat the call); GFP+ MAC1+ double positive, %; measured here: differentiation confirmed by MAC1 staining
An asterisk follows results filed as active; i = inactive; . = not tested or not shown; + = active, no number.

No.	SMILES	Myeloid diff MLP	WT yeast gro inh	Ins promoter up cell count	MT stabilizer cytotoxicity %	West Nile antiviral	Hep lipid drop cells 6.5 µM	b-catenin transl	b-catenin transl cell count 5 µM	Myeloid diff MLP GFP+ MAC1+ %	Autophagy HCS	MT stabilizer	MT stabilizer Hoechst-high %	T cell modulator vesicle-bound %	Ins promoter up	Hep lipid drop	WT yeast gro inh mutant strain	T cell modulator	Autophagy HCS cell loss 18 h
1	CCn1nc(C)c(CNC(=O)C2CCC(=O)N(CCc3ccc(Cl)cc3)C2)c1C (stereo not drawn)	i	.	.	.	-0.2%	721	.	.	0.8	.	.	.	39.7	.	9.5	.	i	.
2	Cc1cc(N2CCN(c3ccccn3)CC2)n2c(nc3ccccc32)c1C#N	i	41.7	1435	2.8	0.0%	.	-7.4	968	1.0	i	3.2	1.6	.	-0.53	.	30.0	.	5.5
3	CCOC(=O)CCC(NC(=O)CCCCCCCCC(=O)NC(CCC(=O)OCC)C(=O)OCC)C(=O)OCC (stereo not drawn)	i	-13.5	1223	12.0	0.5%	735	0.1	555	0.7	i	3.8	3.2	47.0	-0.37	3.4	-18.3	i	13.8
4	O=C(Cc1cccc(F)c1F)NC1CCCN(Cc2ccc(Cl)cc2)C1 (stereo not drawn)	i	.	.	.	-1.8%	761	.	.	0.7	.	.	.	55.2	.	-6.4	.	i	.
5	CCC(CC)COC(=O)C1=C(C)NC(=O)NC1c1ccc2c(c1)OCO2 (stereo not drawn)	i	.	.	.	-0.9%	819	.	.	1.4	.	.	.	12.0	.	4.9	.	i	.
6	Cc1ccc(C)c(NC(=O)Cn2cc(C(=O)C3CC3)c3ccccc32)c1	i	.	.	.	-0.1%	816*	.	.	1.5	.	.	.	29.4	.	75.2*	.	i	.
7	O=c1[nH]c2ccccc2nc1/C=C(\O)C1CC1	i	-7.1	1211	2.7	-0.1%	600	-1.0	760	1.9	i	3.6	2.4	52.3	0.11	18.2	-8.2	i	0.0
8	Cn1c(SC2CCCCC2=O)nnc1-c1ccncc1 (stereo not drawn)	i	20.3	1602	4.6	-0.2%	.	0.2	1278	8.9	i	3.6	1.6	43.4	-0.9	.	15.4	i	-25.5
9	CN(N)c1ccc2c(C(F)(F)F)cc(C(F)(F)F)nc2n1	i	21.4	1125	6.2	-0.2%	702	1.1	1115	0.1	i	1.8	2.0	49.2	0.91	-7.5	3.0	i	4.8
10	O=[N+]([O-])c1cc(F)c(N2CCOCC2)cc1N1CCCCC1	i	-22.9	1699	8.6	-0.3%	.	1.5	1262	0.6	i	1.0	1.4	58.0	-0.53	.	-9.9	i	5.9
11	COC(=O)/C(C#N)=C/c1c(Oc2cccc(C)c2)nc2ccccn2c1=O	i	.	1046	.	0.0%	726	0.1	1275	0.6	.	.	.	15.5	-0.21	18.5	.	i	.
12	O=C1CC(c2ccc(F)cc2)CC(O)=C1C1NCCc2ccccc21 (stereo not drawn)	i	-6.8	1504	7.9	0.1%	.	2.1	1345	0.5	i	1.6	1.2	43.8	-0.84	.	-0.5	i	6.5
13	COc1ccc(OC)c(N2C(=O)[C@@H]3C(c4ccccc4Cl)=NO[C@@H]3C2=O)c1	i	-8.4	1525	6.1	0.1%	.	0.9	1427	0.5	i	2.6	2.6	55.8	-0.05	.	-12.1	i	-2.0
14	O=C(CC1Nc2ccccc2NC1=O)NCc1cccnc1 (stereo not drawn)	i	13.4	1528	0.0	.	.	-2.9	970	0.7	i	13.6	1.6	34.9	-0.38	.	-7.6	i	3.0
15	O=C(Nc1nc2cc3c(cc2s1)OCCO3)c1ccncc1	i	47.6	1172	1.8	-0.3%	688	0.8	1034	1.3	i	1.7	2.4	38.1	1.11	-1.1	2.9	i	10.3
16	O=C(/C=C/c1ccccc1)N1CCN(c2ccccn2)CC1	i	4.5	1499	7.8	-0.3%	.	-1.6	1352	0.9	i	1.0	1.8	58.1	0.08	.	6.5	i	2.7
17	NC1=NC(c2ccc(Cl)cc2)n2c(nc3ccccc32)N1 (stereo not drawn)	i	16.7	1923	7.0	-0.2%	684	-0.4	1001	0.4	i	2.2	1.2	39.4	0.94	-42.5	10.7	i	2.5
18	COC(=O)c1ccc2c(=O)n(CC3CCCO3)c(=S)[nH]c2c1 (stereo not drawn)	i	-3.4	1281	97.3	-0.8%	766	.	.	1.7	i	6.9	6.9	38.4	-0.6	2.5	2.9	i	-0.7
19	CC(=O)Oc1ccc(/C=N\NC(=O)c2cc3c(ccc4ccccc43)o2)cc1	i	.	.	.	-0.5%	664	.	.	1.2	.	.	.	16.5	.	6.8	.	i	.
20	CC(C)C(NS(=O)(=O)/C=C/c1ccccc1)C(=O)NCc1ccc(F)cc1 (stereo not drawn)	i	.	.	.	-1.7%	798	.	.	0.8	.	.	.	21.0	.	0.7	.	i	.

Following part:
No.	SMILES	Myeloid diff MLP	WT yeast gro inh	Ins promoter up cell count	MT stabilizer cytotoxicity %	West Nile antiviral	Hep lipid drop cells 6.5 µM	b-catenin transl	b-catenin transl cell count 5 µM	Myeloid diff MLP GFP+ MAC1+ %	Autophagy HCS	MT stabilizer	MT stabilizer Hoechst-high %	T cell modulator vesicle-bound %	Ins promoter up	Hep lipid drop	WT yeast gro inh mutant strain	T cell modulator	Autophagy HCS cell loss 18 h
21	COc1ccc(N2C(=O)CC(SCc3ccc(Cl)cc3)C2=O)cc1 (stereo not drawn)	i	.	983	.	0.2%	607	0.3	1279	1.5	.	.	.	12.7	0.1	6.0	.	i	.
22	Cc1ccc(NC(=O)COC(=O)CCNS(=O)(=O)c2ccc(C)c(C)c2)cc1	i	-12.3	.	9.9	0.7%	399	1.4	961	0.3	i	1.2	5.4	42.1	.	1.4	-5.8	i	-6.0
23	Cc1cccc(NC(=O)c2cc(NC(=O)C3CC=CCC3C(=O)O)ccc2N2CCOCC2)c1 (stereo not drawn)	i	-1.4	1907	6.0	0.7%	685	-1.9	1084	1.0	i	2.5	2.4	.	0.33	-1.0	-9.0	.	-5.3
24	NC(=O)c1ncc(C(F)(F)F)cc1Cl	i	-8.1	1230	7.5	0.3%	.	1.1	1081	0.2	i	2.2	2.5	58.0	0.28	.	-3.9	i	2.4
25	CCOc1ccc(OCC)c(NC(=O)C2CCCN(S(=O)(=O)c3cnc[nH]3)C2)c1 (stereo not drawn)	i	0.8	973	6.4	-0.3%	.	.	.	2.1	i	2.4	6.0	38.5	0.22	.	7.3	i	-5.5
26	CC(C)N(C)C(=O)C(=O)c1cccn1-c1cccc(Cl)c1C#N	i	3.7	1456	2.0	-1.1%	724	1.0	1467	0.3	i	2.4	3.1	60.9	-0.13	-1.2	-0.4	i	-8.0
27	CCn1c(=O)cc(OCC(=O)NCCCN2CCN(c3cccc(Cl)c3)CC2)c2ccccc21	i	1.9	849	5.2	-0.4%	722	.	.	0.2	+	2.4	2.4	48.5	-0.04	1.6	0.2	i	23.1*
28	O=C(NC1CCCCC1)C1CCN(C(=O)c2ccc(-c3ccccc3)cc2)CC1	i	10.9	1547	8.5	-1.9%	617	0.1	943	1.0	i	1.6	1.9	13.9	-0.57	0.3	-10.2	i	-4.0
29	CC(=O)N1CCOc2cc(S(=O)(=O)NCc3ccc(F)cc3)c(C)cc21	i	.	.	.	-0.8%	831	.	.	1.5	.	.	.	36.2	.	3.8	.	i	.
30	CC(Oc1ccccc1)C(=O)N/N=C/c1ccccn1 (stereo not drawn)	i	7.4	1358	6.5	0.0%	681	-0.4	1112	0.2	i	2.9	2.6	47.9	-0.52	1.3	22.4	i	-2.2
31	O=C(Nc1ccc(S(=O)(=O)N2CCCCC2)cc1)C1CCN(C(=O)c2ccco2)CC1	+	.	.	.	-1.5%	731	.	.	2.5*	.	.	.	31.2	.	14.7	.	i	.
32	CCc1nc(SCC(=O)NNC(=O)c2ccc(C)cc2)c2ccccc2n1	i	.	.	.	-0.4%	815	.	.	0.3	.	.	.	20.6	.	-13.9	.	i	.

A different layout for some results above:
Under each structure – Myeloid diff MLP, WT yeast gro inh, Ins promoter up cell count, MT stabilizer cytotoxicity %, West Nile antiviral, Hep lipid drop cells 6.5 µM, b-catenin transl, b-catenin transl cell count 5 µM, Myeloid diff MLP GFP+ MAC1+ %, Autophagy HCS, MT stabilizer, MT stabilizer Hoechst-high %, T cell modulator vesicle-bound %, Ins promoter up, Hep lipid drop, WT yeast gro inh mutant strain, T cell modulator, Autophagy HCS cell loss 18 h
22) Cc1ccc(NC(=O)COC(=O)CCNS(=O)(=O)c2ccc(C)c(C)c2)cc1
  i, -12.3, ., 9.9, 0.7%, 399, 1.4, 961, 0.3, i, 1.2, 5.4, 42.1, ., 1.4, -5.8, i, -6.0
23) Cc1cccc(NC(=O)c2cc(NC(=O)C3CC=CCC3C(=O)O)ccc2N2CCOCC2)c1 (stereo not drawn)
  i, -1.4, 1907, 6.0, 0.7%, 685, -1.9, 1084, 1.0, i, 2.5, 2.4, ., 0.33, -1.0, -9.0, ., -5.3
24) NC(=O)c1ncc(C(F)(F)F)cc1Cl
  i, -8.1, 1230, 7.5, 0.3%, ., 1.1, 1081, 0.2, i, 2.2, 2.5, 58.0, 0.28, ., -3.9, i, 2.4
